# Bioassay records (PubChem)
# ARFGAP1 inhibitor = inhibits rat ARF GTPase activating protein 1; Arfgap1-stimulated ARF1 GTP hydrolysis, GDP FP detection; inhibition, % at 16.5 µM; 0.26% of 360,000 active;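 active = inhibition above a per-plate limit, mean inhibition of low control wells plus 3 SD, cut at about 25% in these data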;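 also: 0% = DMSO wells with enzyme and 100% = wells lacking Arfgap1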
# Target sequence (Q62848 1-136 limits assumed): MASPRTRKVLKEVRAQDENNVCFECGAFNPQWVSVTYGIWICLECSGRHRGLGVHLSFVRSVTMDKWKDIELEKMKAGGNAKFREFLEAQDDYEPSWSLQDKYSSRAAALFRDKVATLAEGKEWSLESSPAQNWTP
#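 Material: rat Arfgap1 GAP domain (His6, aa 1-136), purified enzyme. Also added: human ARF1(Δ1-17)-GTP substrate. Compound dosing: 16.5 µM single point, 1.26% DMSO. Timing: enzyme reaction 120 min at 25 °C after 20 min preincubation. Signal: GDP detection by fluorescence polarization. Read-out basis: percent inhibition of GAP-stimulated GDP formation, scaled between DMSO and no-Arfgap1 medians.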
# KLK7 zymogen act = activators of human kallikrein-7 zymogen | P49862 | purified proKLK7, EDANS-DABCYL substrate fluorescence; 100% is mature enzyme control, 0% vehicle | activation, % at 7 µM | 0.9% of 370,000 active;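 active = activation above the mean of all tested compounds plus 3 SD, computed per campaign excluding outliers beyond control limits, cut at about 13% in these data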
# ADAM17 inh = inhibits human ADAM17; P78536; recombinant ADAM17, EDANS/DABCYL FRET peptide cleavage; inhibition, % at 6.95 µM; 0.83% of 370,000 active; AID 720648;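 active = inhibition above the mean of compounds lying between control limits plus 3 SD, set per campaign, cut at about 8.5% in these data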;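 also: 0% = DMSO-only wells as the low control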
# Tn6 DDE FP = disrupts Tn6 cyclic peptide binding to fibrin D-Dimer-E complex; P02675; Fibrin DD(E) TRITC-Tn6 fluorescence polarization displacement; inhibition, % at 8.3 µM; 0.21% of 370,000 active; AID 720509;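 active = inhibition above a per-campaign cutoff: mean of compounds within control limits plus 3 SD, cut at about 15% in these data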;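 also: 0% = median of all compound wells on the plate and 100% = blocking peptide control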
# Target sequence (P02675 whole entry, looked up): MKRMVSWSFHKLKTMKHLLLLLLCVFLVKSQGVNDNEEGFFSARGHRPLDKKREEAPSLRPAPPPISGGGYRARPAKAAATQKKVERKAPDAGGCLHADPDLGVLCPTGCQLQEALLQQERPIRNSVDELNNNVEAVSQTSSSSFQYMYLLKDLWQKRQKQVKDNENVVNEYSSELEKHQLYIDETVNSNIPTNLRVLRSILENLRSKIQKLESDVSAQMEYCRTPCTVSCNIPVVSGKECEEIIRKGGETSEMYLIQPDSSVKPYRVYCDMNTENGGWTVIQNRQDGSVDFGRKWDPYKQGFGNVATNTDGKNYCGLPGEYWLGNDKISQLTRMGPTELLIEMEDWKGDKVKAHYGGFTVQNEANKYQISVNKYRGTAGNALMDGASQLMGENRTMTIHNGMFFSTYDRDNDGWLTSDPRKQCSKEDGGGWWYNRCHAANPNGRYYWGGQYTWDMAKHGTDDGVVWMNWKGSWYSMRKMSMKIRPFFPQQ
# DDE Tn7 FP inh = disrupts Tn7 cyclic peptide binding to fibrin D-Dimer-E complex; P02675; FP displacement of FITC-Tn7 peptide from fibrin DD(E); 0% = median of compound wells per plate; inhibition, % at 8.3 µM; 0.13% of 370,000 active; AID 720508;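 active = inhibition above the mean of compounds falling within the control limits plus 3 SD of them, cut at about 14% in these data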;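 also: 0% = plate median of compound wells and 100% = 10 µM Aha-Tn7 peptide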
#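 Assay system: Human fibrin DD(E) protein | Medium: Tris buffer with calcium and detergent, pH 7.8 | Reagent: 0.1 µM fluorescent Tn7 | Compound dosing: Single point at 8.3 µM | Times: 10 min preincubation, 3 h with tracer, room temperature | Detection: Fluorescence polarization of the labelled Tn7 tracer | Controls: Aha-Tn7 high control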
# PLC-beta3 inh = blocks human PLC-beta3 enzyme activity; Q01970; Purified PLC-beta3, fluorogenic substrate, fluorescence; inhibition, % at 12.2 µM; 0.18% of 370,000 active; in the data active = inhibition above about 11%;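 also: 0% = median of compound wells on plate and 100% = full blocker control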
# ASAP1 GAP inh = inhibitors of human ASAP1 ArfGAP activity | ASAP1-stimulated ARF1 GTP hydrolysis, GDP FP detection | inhibition, % at 16.5 µM | 0.19% of 360,000 active | AID 624377; in the data active = inhibition above about 25%;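 also: 0% = vehicle with enzyme and substrate and 100% = no enzyme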
# UHRF1 binding = human UHRF1 methylated DNA binding inhibitors. inhibition, % at 4.4 µM. 0.75% of 370,000 active. UHRF1 binding to methylated oligo, TR-FRET. Q96T88; in the data active = inhibition above about 21%;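 also: UHRF1 SRA domain binding a hemimethylated CpG hairpin DNA probe; 0% = median of test compound wells and 100% = reference inhibitor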
# MBD2 DNA inh = blocks human MBD2 binding to methylated DNA | Q9UBB5 | AID 686964 | 0.31% of 370,000 active | inhibition, % at 4.4 µM | TR-FRET, MBD2 binding to methylated oligonucleotide; in the data active = inhibition above about 13%
# Target sequence (Q9UBB5 whole entry, looked up): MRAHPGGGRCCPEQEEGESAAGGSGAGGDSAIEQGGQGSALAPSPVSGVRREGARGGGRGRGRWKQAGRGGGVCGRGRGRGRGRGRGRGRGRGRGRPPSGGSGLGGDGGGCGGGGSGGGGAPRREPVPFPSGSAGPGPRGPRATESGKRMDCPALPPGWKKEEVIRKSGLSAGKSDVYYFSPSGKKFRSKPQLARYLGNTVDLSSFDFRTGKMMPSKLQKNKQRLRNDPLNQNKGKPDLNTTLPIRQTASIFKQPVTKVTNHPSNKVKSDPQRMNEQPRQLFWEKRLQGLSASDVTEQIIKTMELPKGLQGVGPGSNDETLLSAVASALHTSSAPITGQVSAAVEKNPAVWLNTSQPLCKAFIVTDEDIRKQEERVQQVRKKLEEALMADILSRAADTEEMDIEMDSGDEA
# PLC-gamma1 inh = inhibitors of human phospholipase C gamma1 | inhibition, % at 12.2 µM | P19174 | 0.84% of 370,000 active | purified PLC-gamma1, fluorogenic substrate, fluorescence; in the data active = inhibition above about 9.5%
# Starred values were filed as active, the others as inactive; i = inactive; nt = no result given. Rows were taken by chance; any-hit rate near 4.1%.
Molecule	ARFGAP1 inhibitor	KLK7 zymogen act	ADAM17 inh	Tn6 DDE FP	DDE Tn7 FP inh	PLC-beta3 inh	ASAP1 GAP inh	UHRF1 binding	MBD2 DNA inh	PLC-gamma1 inh
COc1cccc(C(=O)COc2ccc3c(C)cc(=O)oc3c2)c1	10	0.7	-8	7	3	-10	-2	1	-2	-2
Cc1cc(NC(=O)CCc2c[nH]c3ccccc23)ccc1Oc1cccnc1	10	0.5	1	8	-7	-5	-2	0	3	-1
COCCN1C(=O)C(=O)/C(=C(/O)c2ccc(S(=O)(=O)N3CCCCC3)cc2)C1c1ccc(OC)cc1 (stereo unspecified)	7	-0.2	-6	-2	-5	-2	10	0	-2	0
Cc1cc(Oc2ccc(=O)n(C)n2)nc(Oc2ccc(=O)n(C)n2)n1	-1	0.3	-1	5	-5	1	-2	12	5	1
COc1cccc(/C=C/C(=O)OCC(=O)NCC2CCCCC2)c1OC	-1	0.2	1	6	-4	-10	6	-2	-3	-7
COc1ccc(/C=C\C(=O)NCc2ccc3[nH]c(C)cc3c2)cc1OC	0	2.4	-8	-1	-1	-7	10	-3	-1	-6
CC(=O)Nc1ccc(CN(C)c2c(C)nc3ccc(C(=O)NCCc4ccccn4)cn23)cc1	4	-0.3	-5	0	4	-4	11	-1	2	-3
COn1c2c(c3c4no[n+]([O-])c4ccc31)CCCC2	13	0.5	-5	3	1	-18	5	-4	-1	-21

# Next entries follow:
Molecule	ARFGAP1 inhibitor	KLK7 zymogen act	ADAM17 inh	Tn6 DDE FP	DDE Tn7 FP inh	PLC-beta3 inh	ASAP1 GAP inh	UHRF1 binding	MBD2 DNA inh	PLC-gamma1 inh
CSc1nnc(-c2cccs2)n1C	-5	-0.4	0	-2	-3	1	-16	-1	1	1
N#C/C(=C\c1ccccc1)C(=O)N1CCN(c2ccccc2F)CC1	-13	0.1	-3	-5	3	-8	3	5	1	-1
COc1ccccc1CNC(=O)C(Cc1ccccc1)NC(=O)c1ccccc1 (stereo unspecified)	-10	0.2	-2	14	8	-6	-3	2	1	-6
COC(=O)C1CCN(C(=O)CSc2nc3ccc(OC)cc3[nH]2)CC1	3	0.2	-1	6	-9	2	3	-3	2	-2
COc1ccc(OC)c(NC(=O)c2ccno2)c1	-7	-6.8	-2	12	8	-7	-1	0	-6	-1
CCC(C)c1ccccc1NC(=O)Cc1coc2cc3c(cc12)CCC3 (stereo unspecified)	-19	-0.2	1	-11	2	-4	10	1	1	-2
Nc1ncc2c(n1)CC(c1ccco1)CC2=O (stereo unspecified)	-1	0.2	-2	-3	4	-29	-1	7	-2	-23
CCCCn1cc(C(=O)c2cc(Br)ccc2O)cc(C#N)c1=O	-6	1.1	2	-4	-2	8	-9	1	1	2

# Going on with the list:
Molecule	ARFGAP1 inhibitor	KLK7 zymogen act	ADAM17 inh	Tn6 DDE FP	DDE Tn7 FP inh	PLC-beta3 inh	ASAP1 GAP inh	UHRF1 binding	MBD2 DNA inh	PLC-gamma1 inh
CCCOc1cccc(C(=O)NCCNC(=O)c2ccc(C)nc2)c1	-6	-0.4	-1	2	1	-2	-9	2	-4	1
CC1CCN(C(=O)c2[nH]cnc2C(=O)NCc2ccccc2)CC1	4	0.5	-7	-1	-1	1	-4	0	4	1
O=C(CSc1ccc(Cl)cc1)NC1=NN(c2ccccc2)C(=O)C1	-4	-0.5	-2	-3	6	-10	-7	1	3	-5
COCCNC(=S)N1CCC2CC1c1cc(-c3ccc4c(c3)OCO4)ccc12 (stereo unspecified)	11	-0.3	4	-4	-9	2	0	-3	4	3
CC(=O)N1CCN(CC(C)(C)NS(=O)(=O)c2ccc(C)cc2)CC1	-8	0.0	0	3	7	-5	-7	1	-2	-1
COc1cc(C(=O)NCCOc2ccc(Cl)cc2)ccc1OCc1c(C)noc1C	9	-0.7	-2	-5	-15	-1	11	0	-1	-1
CC(C)C[C@@H](CNCC(=O)[C@H](CC(C)C)NC(=O)c1[nH]cnc1C(=O)N[C@@H](C)CN)NC(=O)c1nc[nH]c1C(=O)N[C@@H](Cc1ccccc1)C(=O)O	-7	-0.3	-3	0	3	0	-11	1	-2	-1
CCc1ccccc1N1CCN(S(=O)(=O)c2cc(OC)ccc2OC)CC1	-8	0.1	2	6	4	-1	-6	5	4	0

# Arranged by the number under PLC-beta3 inh (ascending): some entries from above
Molecule	ARFGAP1 inhibitor	KLK7 zymogen act	ADAM17 inh	Tn6 DDE FP	DDE Tn7 FP inh	PLC-beta3 inh	ASAP1 GAP inh	UHRF1 binding	MBD2 DNA inh	PLC-gamma1 inh
O=C(CSc1ccc(Cl)cc1)NC1=NN(c2ccccc2)C(=O)C1	-4	-0.5	-2	-3	6	-10	-7	1	3	-5
CC(=O)N1CCN(CC(C)(C)NS(=O)(=O)c2ccc(C)cc2)CC1	-8	0.0	0	3	7	-5	-7	1	-2	-1
CCc1ccccc1N1CCN(S(=O)(=O)c2cc(OC)ccc2OC)CC1	-8	0.1	2	6	4	-1	-6	5	4	0
CC(C)C[C@@H](CNCC(=O)[C@H](CC(C)C)NC(=O)c1[nH]cnc1C(=O)N[C@@H](C)CN)NC(=O)c1nc[nH]c1C(=O)N[C@@H](Cc1ccccc1)C(=O)O	-7	-0.3	-3	0	3	0	-11	1	-2	-1
COCCNC(=S)N1CCC2CC1c1cc(-c3ccc4c(c3)OCO4)ccc12 (stereo unspecified)	11	-0.3	4	-4	-9	2	0	-3	4	3

# Following part:
Molecule	ARFGAP1 inhibitor	KLK7 zymogen act	ADAM17 inh	Tn6 DDE FP	DDE Tn7 FP inh	PLC-beta3 inh	ASAP1 GAP inh	UHRF1 binding	MBD2 DNA inh	PLC-gamma1 inh
O=C(Oc1ccccc1)N1CCOCC1	5	-0.4	-3	6	7	0	-7	-2	-4	1
Oc1ccc(Cc2ccc(Cl)cc2)c(O)c1	-3	-0.1	2	2	-5	-10	1	0	-1	2
CS(=O)(=O)N(CC(=O)NC1CCCC1)C1CCCCC1	6	-0.6	0	-1	-4	2	4	-1	5	2
CC(=O)Nc1nonc1-c1nc2ccccc2n1Cc1ccccc1	6	-32	-3	0	4	-15	-6	-1	-3	-9
Cc1cccc(OCCn2c(S(=O)(=O)O)nc3ccccc32)c1	-9	0.2	-2	5	0	-3	-4	-1	1	-2
CCOC(=O)Cn1c(CN2CCN(c3cccc(Cl)c3)CC2)nc2c1c(=O)[nH]c(=O)n2C	9	-0.5	-1	0	4	1	-3	2	-2	-1
O=C(CSc1ccc(Cl)cc1)NC(=O)NCc1ccco1	-2	0.4	-4	1	3	-5	-10	-1	3	-1
O=C(COC(=O)c1cccnc1Cl)Nc1ccc(N2CCOCC2)cc1	-16	0.3	-6	2	3	4	-12	2	-1	-1

# (list continues)
Molecule	ARFGAP1 inhibitor	KLK7 zymogen act	ADAM17 inh	Tn6 DDE FP	DDE Tn7 FP inh	PLC-beta3 inh	ASAP1 GAP inh	UHRF1 binding	MBD2 DNA inh	PLC-gamma1 inh
O=C1CCCC2=C1C(c1cccc(O)c1)C1=C(N2)c2ccccc2C1=O (stereo unspecified)	2	-0.3	-3	-11	0	-3	2	-10	-14	1
Cc1cc(=O)oc2ccc(OCC(=O)N(Cc3ccc(F)cc3)Cc3ccco3)cc12	7	-1.7	-26	5	5	-28	-15	-3	0	-32
C/C(N)=C(/C#N)C(=O)CSc1nc2ccccc2[nH]1	7	0.6	-4	-12	-5	-6	11	2	2	1
O=C(Nc1ccc2ncccc2c1)c1cc(-c2ccc(Cl)cc2)nc2ccccc12	nt	0.4	-5	-2	6	-2	nt	0	3	-2
Cc1ccc(N(C)S(=O)(=O)c2cccc(C(=O)Oc3ccc4c(C)cc(=O)oc4c3)c2)cc1	-7	12	i	4	-1	i	7	0	6	i
COCCN(C(=O)c1ccc2c(c1)S(=O)(=O)N=C1CCCCCN12)c1c(N)n(CC(C)C)c(=O)[nH]c1=O	3	0.4	-1	-4	0	-5	7	-2	-3	2
Cc1nn(-c2ccccc2)c2sc(C(=O)NNC(=O)COc3ccccc3)cc12	4	-0.2	-7	2	3	-17	18	0	0	-9
CCCCn1c(N)c(N(CCOC)C(=O)c2ccc(C)c(S(=O)(=O)N3CCCCC3)c2)c(=O)[nH]c1=O	4	0.3	2	-1	5	4	8	1	1	4

# Other compounds.
Compound	ARFGAP1 inhibitor	KLK7 zymogen act	ADAM17 inh	Tn6 DDE FP	DDE Tn7 FP inh	PLC-beta3 inh	ASAP1 GAP inh	UHRF1 binding	MBD2 DNA inh	PLC-gamma1 inh
O=c1nc2n(c3cc(Cl)c(S(=O)(=O)N4CCOCC4)cc13)CCCCC2	2	0.0	-4	-6	-1	0	-8	1	-6	0
O=C(Nc1ccc2c(c1)OCO2)C1CCCCN1S(=O)(=O)c1ccc(F)cc1 (stereo unspecified)	4	-0.4	-4	-2	6	-3	4	2	0	-4
Cc1ccc(CNC(=O)C(=O)NCC2OCCCN2S(=O)(=O)c2cccs2)cc1 (stereo unspecified)	1	0.7	11*	-5	-11	-4	13	3	-5	0
Cc1ccc(CNC(=O)CN(C(=O)N2CCN(C)CC2)S(=O)(=O)c2ccc(C)cc2)cc1	-10	-0.1	-1	-4	-1	-4	-14	0	-2	-1
Oc1ccc2oc3c(c2c1C=NCc1ccncc1)CCCC3	-8	-0.2	-6	5	7	-53	-11	-3	-7	-32
CC(C)c1ccc2c(c1)C(N1CCN(C)CC1)Cc1cccnc1S2 (stereo unspecified)	0	-0.2	-6	-1	2	-8	4	0	6	-4
CC1CN(C(=O)CSc2nnc3c(Cl)cc(Cl)cn23)CC(C)O1 (stereo unspecified)	-2	-0.8	-2	2	-12	0	7	-1	0	1
C[C@@H]1OCN(C)[C@H]2C[C@H]3c4[nH]c5cccc(-c6cccc(F)c6)c5c4CCN3C(=O)[C@@H]12	nt	-3.7	-26	3	4	-37	nt	0	0	-25
O=C(COc1ccccc1)NNC(=O)c1cc2ccccc2oc1=O	1	0.7	-3	4	2	-1	-1	-1	-3	0
COc1ccc(CCNC(=O)CCS(=O)(=O)c2ccc3c(c2)oc(=O)n3C)cc1OC	6	0.1	2	1	4	-3	-10	0	-1	0
COc1ccc(NC(=O)CN(c2ccc(C)cc2)S(=O)(=O)c2c(C)nn(C)c2C)cc1OC	13	-0.2	1	-1	2	4	-10	3	-3	2
CCOc1cc(C2C3=C(CCCC3=O)Nc3nc(C(=O)OC)nn32)ccc1OC (stereo unspecified)	0	1.6	-2	-5	-6	3	8	0	0	6
